LDHA block: blocks human lactate dehydrogenase A; purified LDHA, NADH/diaphorase-resazurin fluorescence; hits give low values; activity change, % (values are at about 110 or 230 µM); 480,000 compounds, 0.15% hits; AID 1347041; in the data active = activity change below about -30%; inconclusive = mostly about -25% to -30%;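 note: plate controls were DMSO wells for no effect and wells without enzyme for full effect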
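Human LDH5 at 2 nM final in Tris HCl pH 7.4 with 0.06 mM NADH and 0.2 mM pyruvate, reacted 5 minutes at room temperature. Remaining NADH coupled via diaphorase/resazurin; resorufin fluorescence read at 0 and 20 minutes, normalized to enzyme-free and DMSO wells.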
Glioma ERSR ind: induces the endoplasmic reticulum stress response in human glioma cells; U87-MG GRP78 promoter luciferase reporter, 16 h; Potency, µM, inactives show at the highest dose activation, most hits filed as activators; 420,000 compounds, 0.02% hits; AID 602332; note: potency is the fitted concentration of half-maximal effect; series mostly up to about 76 µM; % of control where 0% means no effect; nearly all actives have a fitted effect of over 35% in size
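ERSR induction read as luciferase luminescence (Bright-Glo, 10 min at room temperature) in stably transfected human U87-MG glioma cells exposed to compounds for 16 h, using GRP78 as sensor.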
Vif-A3G inh: inhibitors of Vif-APOBEC3G interaction | 410,000 compounds, 0.076% hits | Potency, µM (top dose mostly 46.1 µM), for the others: at the highest dose activity, negative = active, usual class: inhibitors | Q9HC16 | HeLa A3G-eYFP + Vif (tagged APOBEC3G with the HIV-1 protein that degrades it), YFP fluorescence, overnight;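 note: potency is the fitted concentration of half-maximal effect; % is set by controls: 0 for no effect and ±100 for the full control effect; nearly all actives have a fitted effect of over 60% in size; hits raise eYFP signal because A3G escapes Vif-driven loss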
Target sequence (Q9HC16 whole entry, looked up): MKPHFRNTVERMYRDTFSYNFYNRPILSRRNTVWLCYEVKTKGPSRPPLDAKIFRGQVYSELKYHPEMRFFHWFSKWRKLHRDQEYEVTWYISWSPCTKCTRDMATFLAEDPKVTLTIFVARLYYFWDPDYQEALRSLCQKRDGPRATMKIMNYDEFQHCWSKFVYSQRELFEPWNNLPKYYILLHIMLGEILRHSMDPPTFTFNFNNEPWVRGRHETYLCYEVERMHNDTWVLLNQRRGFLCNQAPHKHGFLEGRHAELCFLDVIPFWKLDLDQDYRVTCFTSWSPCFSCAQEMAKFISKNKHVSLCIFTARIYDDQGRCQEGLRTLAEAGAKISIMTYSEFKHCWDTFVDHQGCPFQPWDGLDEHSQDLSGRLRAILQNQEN
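HeLa cells stably expressing Vif and C-terminally eYFP-tagged A3G, seeded overnight at 37 deg C, then exposed to compound by pintool overnight at 37 deg C. Rise in yellow fluorescence (Ex 488/Em 500-530, Acumen) marks blocked Vif-driven A3G degradation.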
ERG-DNA inh: ERG Ets/DNA interaction inhibition. 370,000 compounds, 0.028% hits. P11308. Potency, µM (top dose mostly 76.9 µM), inactives show top-dose FP activity, negative = inhibition, hits mostly inhibitors. fluorescence polarization, His-ERG Ets domain / labelled DNA; active = well fitted inhibition curve with a large enough effect in the polarisation, with a control signal flat; inconclusive = small, poorly fitted or top-dose-only effect, or effect the other way, or a change in a side signal; inactive = no such curve, though single readings can be large or run the other way; the % refers to the polarisation;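 note: polarization taken with two DNA probes labelled with fluorescein and Texas red; potency is the fitted concentration of half-maximal effect; % of control where 0% means no effect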
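His-tagged ERG Ets domain (1 uM in the protein solution; 300mM KCl, 50mM Tris-HCl, 1mM EDTA, 1mM DTT, pH 7.5) received compound, then a probe mix of 5 nM fluorescein-DNA and 100nM Texas-615-DNA. Fluorescence polarization was read for both dyes.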
RGS4 inh: blocks human RGS4-accelerated GTP hydrolysis | P49798 | Transcreener GDP fluorescence polarization, RGS4-accelerated GTP hydrolysis | Potency, µM (titrated, usually from 114 µM), for inactives: top-dose activity change, negative = inhibition, hits mostly inhibitors | 390,000 compounds, 0.039% hits | AID 504845; note: potency is the fitted concentration of half-maximal effect; % is set by controls: 0 for no effect and ±100 for the full control effect; nearly all actives have a fitted effect of over 75% in size; some results filed as inactive show a strong effect at the top dose
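MLSMR compounds (23 nl, pin-transferred) preincubated 10 min at room temperature with a 500nM (2x) first reagent, then RGS4 at 900nM (2x) plus Transcreener GDP mix added; fluorescence polarization (620/688 nm) read before and after 90 min at 30 °C.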
D2 ag: activates the human D2 dopamine receptor; HEK293 T-REx D2 cells, calcium flux agonist mode; activation, % at 2 µM; 340,000 compounds, 0.53% hits;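 active = activation over 3 SD above normal in the single-dose calcium agonist read, cut at about 30% in these data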; note: 0% is about no effect
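In this primary screen, compounds producing a positive calcium signal within 180 s of addition to tetracycline-induced, force-coupled HEK293 Trex D2 cells are flagged; cells are dye-loaded with a no-wash calcium kit beforehand.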
Vif-APOBEC3F blk: blocks the Vif interaction with APOBEC3F; HeLa A3F-eYFP + Vif (tagged APOBEC3F with the HIV-1 protein that degrades it), YFP fluorescence increase; Potency, µM (highest dose often 46.1 µM), for the others: at the highest dose activity, negative = active; 390,000 compounds, 0.2% hits; note: potency is the fitted concentration of half-maximal effect; % of control where 0% means no effect; nearly all actives have a fitted effect of over 65% in size
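HeLa cells stably expressing Vif plus C-terminally eYFP-tagged A3F were seeded, incubated overnight at 37 deg C, dosed with compound, incubated overnight again at 37 deg C. Yellow fluorescence (Ex 488/Em 500-530) reported blocked Vif-mediated A3F-eYFP degradation.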
D2 antag: antagonists of human D2 dopamine receptor; inhibition, % at 10 µM; 340,000 compounds, 2% hits; P14416; HEK293 TREx D2 cells, calcium flux, dopamine EC80; in the data active = inhibition above about 30%; note: 0% is about no effect
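HEK293 T-REx D2 cells, tet-induced, calcium dye no-wash. Cpd pintool add, 180 s kinetic, then EC80 DA, 180 s kinetic. Ca flux read.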
ALOX12 inh: blocks human arachidonate 12S-lipoxygenase; P18054; purified 12hLO, xylenol orange hydroperoxide absorbance; Potency, µM (highest dose often 108 µM), inactives show top-dose activity change, negative = inhibition, actives largely listed as inhibitors; 580,000 compounds, 1.1% hits; AID 1671190; note: potency is the fitted concentration of half-maximal effect; % is set by controls: 0 for no effect and ±100 for the full control effect
Target sequence (P18054 whole entry, looked up): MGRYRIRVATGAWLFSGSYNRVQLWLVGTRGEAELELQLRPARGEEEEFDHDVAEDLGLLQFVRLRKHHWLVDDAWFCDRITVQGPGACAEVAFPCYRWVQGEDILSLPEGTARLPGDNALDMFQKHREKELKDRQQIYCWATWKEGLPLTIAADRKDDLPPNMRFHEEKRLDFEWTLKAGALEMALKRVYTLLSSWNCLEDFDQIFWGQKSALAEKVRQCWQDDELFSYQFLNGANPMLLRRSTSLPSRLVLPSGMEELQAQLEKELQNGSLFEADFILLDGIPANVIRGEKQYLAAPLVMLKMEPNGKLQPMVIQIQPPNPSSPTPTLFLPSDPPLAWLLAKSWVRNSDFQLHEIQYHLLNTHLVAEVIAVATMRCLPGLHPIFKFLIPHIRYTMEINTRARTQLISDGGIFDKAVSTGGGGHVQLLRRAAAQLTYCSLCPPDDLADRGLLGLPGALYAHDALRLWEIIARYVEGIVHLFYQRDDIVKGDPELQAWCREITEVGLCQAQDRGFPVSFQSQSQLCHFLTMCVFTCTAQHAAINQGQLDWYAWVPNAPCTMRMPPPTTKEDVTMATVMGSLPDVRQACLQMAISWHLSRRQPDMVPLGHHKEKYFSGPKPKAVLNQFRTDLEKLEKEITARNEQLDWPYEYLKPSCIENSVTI
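Purified human 12hLO at 150 nM in 25 mM Hepes, 0.01% Triton X-100, pH 7.0, preincubated 15 min at room temperature with compound. Reaction started with 40 uM arachidonic acid, 30 min at room temperature. Hydroperoxide measured by Fe-xylenol orange, 573/405 nm absorbance ratio.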
Starred values were filed as active, the others as inactive; i = inactive; ? = inconclusive; nt = not tested or not shown; [ ] = remark or other dose. Unless noted, calls come from the whole dose curve; as a rule, active = well fitted curve in the direction sought with a large enough effect; inconclusive = small, poorly fitted or top-dose-only effect, or another doubt; inactive = no such curve, though single readings can be large; an effect the other way counts as inactive or inconclusive.

nr | SMILES | LDHA block | Glioma ERSR ind | Vif-A3G inh | ERG-DNA inh | RGS4 inh | D2 ag | Vif-APOBEC3F blk | D2 antag | ALOX12 inh
1 | O=C(NCC1CCCO1)c1cccc(Oc2c(Cl)cccc2[N+](=O)[O-])c1 (stereo not given) | -11.0 | 2.9% | -1.4% | 7.0% | 31.0% | -0.8 | -20.1% | 21.1 | 0.1%
2 | CCOc1cc(/C=N/NC(=O)c2ccc(=O)n(C)c2)ccc1O | 0.2 | 6.8% | 0.3% | 2.4% | -12.9% | -0.9 | -8.2% | -18.9 | -0.2%
3 | CCCCc1nc(SCc2ccc([N+](=O)[O-])cc2)n[nH]1 | -3.6 | -2.0% | 2.3% | 4.2% | 3.8% | -1.7 | 1.6% | 2.1 | -11.9%
4 | Cc1ccc(S(=O)(=O)NCCN=Cc2ccc(N(C)C)cc2)cc1 | -0.5 | -2.8% | -4.4% | 11.2% | 6.4% | nt | 2.7% | nt | -7.0%
5 | Cc1cc(Br)ccc1OCC(=O)NC1CCCC1 | -1.0 | 1.5% | 3.6% | 0.1% | -15.4% | -0.7 | -7.5% | 3.0 | 4.2%
6 | CC1(C)C2CCC1(CS(=O)(=O)NCCc1c[nH]c3ccccc13)C(=O)C2 (stereo not given) | -3.0 | -0.2% | -3.3% | 1.9% | 9.2% | 3.4 | -5.8% | 2.5 | -16.3%
7 | CCCn1c(C2CC(=O)N(c3ccc(C)cc3)C2)nc2ccccc21 (stereo not given) | 0.0 | 0.2% | 2.5% | -0.4% | 10.9% | 0.4 | -6.9% | -16.3 | 0.0%
8 | Cc1ccc(NC(=O)C2CCN(S(=O)(=O)c3c(C)noc3/C=C/c3ccco3)CC2)cc1C | 5.7 | -1.8% | 0.2% | -0.8% | 1.1% | -0.3 | -7.4% | nt | ?
9 | O=C(NC1CC1)C1CCN(C(=O)c2ccc(Cl)cc2Cl)CC1 | -2.9 | -1.9% | 0.7% | 19.8% | -1.5% | 4.1 | 2.2% | 8.8 | 0.3%
10 | O=S(=O)(c1cccc(S(=O)(=O)N2CCC(n3nnc4ccccc43)CC2)c1)N1CCCCC1 | 3.8 | -5.9% | 2.7% | 6.5% | -0.1% | -0.5 | 6.2% | 1.7 | 0.0%
11 | C=CCNC(=O)c1onc(CSc2ccccc2CC)c1C(=O)O | -3.0 | -0.3% | -2.4% | -6.8% | 16.1% | 1.2 | -2.7% | 29.8 | -16.7%
12 | O=C(NCc1ccccc1Br)c1ccc2c(c1)OCCO2 | -4.3 | 0.6% | 0.0% | -7.5% | -46.5% | -0.1 | -1.2% | 0.8 | 0.0%
13 | CCCCS(=O)(=O)N1CCCC(C(=O)N2CCOCC2)C1 (stereo not given) | 0.2 | -0.4% | 0.8% | -3.6% | -0.4% | 3.2 | 0.6% | -1.9 | 11.3%
14 | COc1ccc(S(=O)(=O)N(C)CC(=O)Nc2cccc(C(C)=O)c2)cc1C | -6.4 | -0.5% | 4.2% | -6.2% | 38.9% | 0.3 | -4.6% | -1.7 | 26.0%
15 | c1ccc([C@H]2CN3C(=N2)Sc2ccccc23)cc1 | -5.3 | -2.6% | -9.3% | ? | -39.2% | -0.1 | -4.9% | 2.4 | 6.7%

Some entries already given, limited to Vif-A3G inh:
entry	smiles	Vif-A3G inh
2	CCOc1cc(/C=N/NC(=O)c2ccc(=O)n(C)c2)ccc1O	0.3%
11	C=CCNC(=O)c1onc(CSc2ccccc2CC)c1C(=O)O	-2.4%

Additional records:
nr | SMILES | LDHA block | Glioma ERSR ind | Vif-A3G inh | ERG-DNA inh | RGS4 inh | D2 ag | Vif-APOBEC3F blk | D2 antag | ALOX12 inh
16 | NC(=O)Nc1ccccc1C(=O)N1CCC(O)(c2ccc(Cl)cc2)CC1 | -6.7 | -1.2% | 1.7% | -19.2% | 8.2% | -0.4 | 8.7% | 7.8 | -18.0%
17 | COCn1cnc(-c2ccccc2)c1-c1ccccc1 | -7.8 | -4.5% | 1.9% | -8.3% | -4.6% | nt | 1.5% | nt | ?
18 | C/C(N)=C(/C#N)C(=O)COC(=O)Cc1coc2cc(C)ccc12 | -12.0 | 1.9% | 0.2% | 3.0% | 3.4% | 1.9 | -4.9% | 16.4 | -21.8%
19 | Cc1c(C(=O)C(=O)N2c3ccc(F)cc3CCC2C)c2ccccc2n1C (stereo not given) | -1.1 | -6.3% | ? | -13.9% | -0.9% | -1.0 | 5.8% | -6.5 | -7.1%
20 | Nc1nnc2cc(F)ccc2n1 | 3.5 | -0.1% | -0.3% | nt | nt | nt | -2.8% | nt | -7.7%
21 | CCOCc1c(C(=O)Nc2cc(OCC)c(N3CCOCC3)cc2OCC)oc2ccccc12 | -1.4 | -2.7% | 0.8% | -2.1% | -4.3% | -0.5 | 9.1% | 0.2 | ?
22 | O=C(NCCN1CCOCC1)c1ccc2c(c1)N(Cc1ccc(Cl)cc1)C(=O)CS2 | -5.1 | -4.4% | -2.4% | -0.6% | -2.0% | 1.1 | 2.6% | 3.5 | ?
23 | CC(=O)c1sc(N/N=C\c2ccccc2O)nc1C | -1.7 | 0.6% | ? | 6.6% | -13.5% | 5.3 | ? | -1.7 | -5.3%
24 | CC1Cc2cc(S(=O)(=O)CCC(=O)Nc3ccccc3F)ccc2N1C(=O)C1CC1 (stereo not given) | -12.0 | -3.2% | -4.4% | -0.4% | 7.1% | nt | -11.7% | nt | -3.7%
25 | S=c1[nH]ncn1/N=C/c1ccco1 | -1.8 | -2.9% | -0.2% | nt | nt | nt | -4.3% | nt | ?
26 | O=C(CSc1nnc2[nH]c(=O)cc(-c3ccccc3)n12)Nc1cc(C(F)(F)F)ccc1Cl | -10.6 | -0.8% | 7.6% | 5.7% | -14.2% | nt | 10.5% | nt | -3.2%
27 | COC(=O)c1c(C)oc(C)c1S(=O)(=O)N(Cc1ccccc1)C(C)C | -6.4 | -3.8% | 1.5% | 0.1% | 8.2% | 1.3 | 8.8% | -27.2 | i
28 | COCCn1c(=NC(=O)CSC(C)=O)sc2cc(OC)ccc21 | -4.1 | -2.3% | 8.4% | 6.0% | -10.5% | 0.1 | 1.2% | 4.8 | 8.5%[57.4 µM]
29 | NC(=NC(=O)c1ccccc1)N1CCOCC1 | -0.8 | 2.9% | 2.3% | nt | -8.3% | -0.4 | -6.6% | -10.6 | 6.3%
30 | CCOCc1c(C(=O)Nc2ccc3nc(N4CCOCC4)sc3c2)oc2ccccc12 | -2.8 | -5.6% | -8.3% | 0.1% | -5.8% | -1.4 | 4.3% | 9.4 | ?

Grouped by structure: the compounds so far with an aryl methoxy group.
nr | SMILES | LDHA block | Glioma ERSR ind | Vif-A3G inh | ERG-DNA inh | RGS4 inh | D2 ag | Vif-APOBEC3F blk | D2 antag | ALOX12 inh
14 | COc1ccc(S(=O)(=O)N(C)CC(=O)Nc2cccc(C(C)=O)c2)cc1C | -6.4 | -0.5% | 4.2% | -6.2% | 38.9% | 0.3 | -4.6% | -1.7 | 26.0%
28 | COCCn1c(=NC(=O)CSC(C)=O)sc2cc(OC)ccc21 | -4.1 | -2.3% | 8.4% | 6.0% | -10.5% | 0.1 | 1.2% | 4.8 | 8.5%[57.4 µM]

Further records
nr | SMILES | LDHA block | Glioma ERSR ind | Vif-A3G inh | ERG-DNA inh | RGS4 inh | D2 ag | Vif-APOBEC3F blk | D2 antag | ALOX12 inh
31 | CC(C)c1ccc(N(C(=O)CNC(=O)c2ccco2)C(C(=O)NC2CCCC2)c2cccnc2)cc1 (stereo not given) | -2.1 | -3.5% | 0.6% | -0.9% | -39.3% | 0.1 | -4.8% | 23.6 | 3.1%
32 | Cc1cccc(C(=O)OCC(=O)NNC(=O)c2cccs2)c1O | -2.4 | 1.5% | -0.7% | 9.8% | 9.1% | -0.1 | 2.5% | 4.9 | -13.0%
33 | COc1cc(C2NC(=O)NC(C)=C2C(=O)NCc2ccccc2)c(Cl)cc1O (stereo not given) | -0.6 | -4.1% | 1.9% | nt | -9.1% | 0.3 | -3.2% | -8.4 | 19.4%
34 | COc1ccc(CCNC(=O)CCn2cccc2)cc1OC | -6.4 | -4.3% | 1.8% | -4.1% | -0.7% | 0.0 | 2.1% | 1.4 | 0.0%
35 | Cc1cc(C)nc(/N=C(\N)N2CCc3ccccc32)n1 | -0.9 | 8.3% | -6.0% | 5.0% | 9.1% | 0.4 | 3.4% | 8.9 | -11.2%
36 | CCC(C)NC(=O)c1cc2cc3ccc(OC)cc3nc2o1 (stereo not given) | -1.8 | -0.5% | 0.0% | -2.1% | -5.5% | -0.8 | -32.2% | -1.7 | 10.1%
37 | CC1=CCC(C(=O)O)C(C(=O)O)C1 (stereo not given) | -4.3 | -4.6% | 0.3% | 1.3% | -12.7% | 0.0 | 5.8% | -1.0 | -5.4%
38 | COCc1cc(C)nc2sc(C(=O)Nc3ccccc3F)c(N)c12 | -7.8 | 3.3% | -4.9% | 1.9% | 19.0% | 0.5 | 7.1% | -11.8 | -1.6%
39 | O=c1ccnc(SCCc2ccccc2)[nH]1 | -11.9 | -1.6% | -11.5% | -1.3% | -2.6% | -0.7 | -9.2% | 1.8 | 7.5%
40 | CN(C)CCOc1cc(Cl)cc(Cl)c1 | -2.1 | -2.5% | 6.4% | 2.2% | -3.5%[11.4 µM] | 0.7 | 2.0% | -26.9 | 0.5%

Only part of the results is shown; the hit share may differ from the screen's.
